Screens from PubChem.
NRP1-CendR mod: alters CendR peptide binding to human NRP-1; actives 0.85% (n = 360,000); O14786; FAM-RPARPAR peptide binding to NRP-1, fluorescence polarization; inhibition, % at 25 µM;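 active = inhibition or corrected inhibition above about 18%, plus a signal ratio from 0.5 to 1.5, limit read from the data, passing the limit was not always enough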; also: strong numbers were not always called active
STEP block: blocks human striatal-enriched tyrosine phosphatase. P54829. recombinant STEP, OMFP fluorogenic substrate, fluorescence. inhibition, % at 20 µM. actives 0.25% (n = 360,000). AID 588621;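 active = inhibition at 20 µM, scaled per plate between control wells, above about 37%, limit read from the data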;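 also: 0% = DMSO with enzyme and substrate and 100% = substrate only without enzyme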
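Material: STEP (striatal-enriched tyrosine phosphatase) enzyme, cell-free | Medium: 50 mM Bis-Tris pH 6.0 with 2.5 mM DTT and 0.005% Tween 20 | Read-out: Percent inhibition scaled to no-enzyme and uninhibited-enzyme controls, plate-pattern corrected | Signal: Fluorescence read at 480 nm ex / 540 nm em | Times: 20 min reaction, room temperature, in the dark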
SUMO1 PPI mod: alters human SUMO1 binding to SIM partners. P63165. SUMO1 binding to a labelled peptide, TR-FRET, 1 h. inhibition, % at 20 µM. actives 0.33% (n = 360,000). AID 602429; in the data active = inhibition above about 37%
Target sequence (P63165 whole entry, looked up): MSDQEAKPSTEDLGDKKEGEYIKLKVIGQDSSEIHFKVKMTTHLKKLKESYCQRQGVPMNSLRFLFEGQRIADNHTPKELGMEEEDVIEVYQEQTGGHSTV
SKN-1 block: inhibitors of C. elegans SKN-1 | inhibition, % at 21.8 µM | AID 624304 | C. elegans VP596 Pgst-4::GFP/RFP ratio, acrylamide-induced, 24 h | actives 0.49% (n = 360,000);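 active = interference check ratio from 0.5 to 1.5 plus GFP to RFP signal ratio inhibition reaching or exceeding a fixed threshold, cut at about 30% in these data, passing the limit was not always enough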; also: some compounds called inactive have numbers as strong as hits
TbMetRS inhib: blocks T. brucei methionyl-tRNA synthetase activity | inhibition, % at 11.9 µM | purified T. brucei MetRS, ATP depletion, Kinase-Glo luminescence | actives 0.4% (n = 360,000);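 active = inhibition above a per-plate cutoff of the control wells' mean inhibition plus 3 SD, cut at about 5.5% in these data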;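 also: 0% = DMSO wells median and 100% = median of wells with control inhibitor compound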
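Test system – parasite MetRS enzyme · Reagent – substrates ATP, L-methionine and bulk Escherichia coli tRNA · Doses – 11.9 µM compound single dose, 0.9% DMSO · Times – 15 min enzyme-compound preincubation, 2 h reaction, 10 min detection, 25 °C · Signal – Kinase-Glo luminescence, ATP depletion format · Controls – DMSO-only wells as low control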
Neddyl block: cullin neddylation inhibition; P61081+Q13564; TR-FRET cullin neddylation, biochemical; calls only at 25 µM; actives 0.58% (n = 360,000); AID 651699; in the data active = inhibition above about 36%
Target sequence (P61081 whole entry, looked up): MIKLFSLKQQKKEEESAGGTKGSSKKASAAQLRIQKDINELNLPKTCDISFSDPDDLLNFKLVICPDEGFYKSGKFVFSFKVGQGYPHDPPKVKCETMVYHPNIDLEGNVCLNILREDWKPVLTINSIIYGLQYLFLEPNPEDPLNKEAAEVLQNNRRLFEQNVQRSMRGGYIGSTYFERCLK
Target sequence (Q13564 whole entry, looked up): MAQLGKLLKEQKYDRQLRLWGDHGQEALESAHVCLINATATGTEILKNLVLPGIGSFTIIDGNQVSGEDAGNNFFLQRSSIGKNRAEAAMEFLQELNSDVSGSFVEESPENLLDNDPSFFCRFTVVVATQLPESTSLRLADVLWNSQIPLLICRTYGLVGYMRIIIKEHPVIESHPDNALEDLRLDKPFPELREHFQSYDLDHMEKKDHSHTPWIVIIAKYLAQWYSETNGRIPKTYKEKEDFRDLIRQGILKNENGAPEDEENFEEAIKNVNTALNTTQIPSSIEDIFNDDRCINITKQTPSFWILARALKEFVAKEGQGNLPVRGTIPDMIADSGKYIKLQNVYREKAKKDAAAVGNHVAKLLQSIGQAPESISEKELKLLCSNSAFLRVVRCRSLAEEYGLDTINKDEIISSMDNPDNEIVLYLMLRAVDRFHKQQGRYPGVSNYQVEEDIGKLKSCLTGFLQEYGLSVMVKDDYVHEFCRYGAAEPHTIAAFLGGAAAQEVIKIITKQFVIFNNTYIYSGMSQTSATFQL
DNMT1 inh: inhibitors of human DNMT1. inhibition (reported as % activation of signal), % at 10 µM. DNMT1 molecular beacon, Hinp1I cleavage, fluorescence. actives 0.83% (n = 360,000); in the data active = inhibition above about 50%
NadD inh: blocks S. aureus nicotinate mononucleotide adenylyltransferase | AID 602399 | actives 0.78% (n = 360,000) | purified NadD enzyme, colorimetric absorbance read-out | inhibition, % at 20 µM; in the data active = inhibition above about 26%; also: some compounds past the cut are filed as inactive
Scp1 inh: Scp-1 (human) phosphatase inhibition. Recombinant Scp1, phosphopeptide, malachite green phosphate absorbance. inhibition, % at 20 µM. actives 0.88% (n = 340,000). AID 493091;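 active = inhibition above about 50% at 20 µM, limit read from the data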;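 also: plate controls were DMSO wells with enzyme for no effect and wells lacking enzyme for full effect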
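assay system = SCP-1 phosphatase catalytic domain, residues 76-261 | buffer or medium = 50 mM Tris acetate pH 5.5, 0.005% Tween-20, 10 mM MgCl2 | incubation = enzyme reaction 45 min at room temperature, colour 5 min, stabilisation 30 min | signal = Phosphate-binding colour reagent, absorbance read at 630 nm | measure = % inhibition at 20 µM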
LMPTP inh: LMPTP (human) inhibition. inhibition, % at 20 µM. actives 0.22% (n = 360,000). AID 651560. recombinant LMPTP-A, OMFP fluorogenic substrate, fluorescence intensity. P24666;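 active = compounds that cut the enzyme signal by at least half of the control window in the single-dose screen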;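 also: plate controls were DMSO wells with enzyme plus substrate for no effect and substrate without enzyme for full effect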
Target sequence (P24666 whole entry, looked up): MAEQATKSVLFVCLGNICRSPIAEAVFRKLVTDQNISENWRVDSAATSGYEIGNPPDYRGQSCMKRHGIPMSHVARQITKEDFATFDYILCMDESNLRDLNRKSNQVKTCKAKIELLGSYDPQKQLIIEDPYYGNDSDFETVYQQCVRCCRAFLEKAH
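test system = LMPTP-A | amount = 0.625 nM LMPTP-A final | reagent = fluorogenic phosphatase substrate OMFP at 400 µM final | incubation = 50 min at room temperature | benchmarks = no-enzyme low control, uninhibited high control | medium = Bis-Tris pH 6.0, DTT, detergent | signal = fluorescence intensity of OMFP turnover product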
The depositor's hits bear a star; i = inactive; . = not tested or not shown; + = active, no number.

1. Cc1nc(SCC(=O)NCc2ccc3c(c2)OCO3)c(C#N)c2c1CCCC2
2. c1cc(C2CCCCC2)ccc1Oc1nc(N2CCOCC2)nc(N2CCOCC2)n1
3. OC(c1cccs1)c1nccc2ccccc12 (centres undefined)
4. CC(O)(c1cccc(F)c1)c1nc(-c2cccc(C#N)c2)cs1 (centres undefined)
5. O=[N+]([O-])c1ccc(F)cc1OCc1cccc(S(=O)(=O)N2CCOCC2)c1
6. COc1ccc(NC(=O)COC(=O)C2CC3C=CC2C3)cc1 (centres undefined)

entry no.	1	2	3	4	5	6
NadD inh	4	1	-1	-5	-5	-6
NRP1-CendR mod	3	-6	-8	-6	-3	3
STEP block	2	4	-5	-3	0	-4
TbMetRS inhib	-0.2	-0.4	-1.2	-0.4	-0.4	0.2
Scp1 inh	-2	6	-2	.	-5	-8
Neddyl block	i	i	i	i	i	i
LMPTP inh	3.2	-0.3	-2.0	0.3	-0.1	-0.8
SKN-1 block	-4	12	-11	-3	15	-5
SUMO1 PPI mod	6	4	-5	0	-13	0
DNMT1 inh	-3	-5	-10	9	82*	-1

7. O=C(N/N=C/C(Br)=C/c1ccccc1)C1CC1
8. CC(C)CCNC(=O)COC(=O)c1ccc(Br)o1
9. Cc1cc(NC(=O)Cn2c(=O)c3c(ncn3CCC(C)C)n(Cc3ccccc3)c2=O)no1
10. CCN(CC(=O)N1CCCC1)S(=O)(=O)c1ccc(OC)cc1
11. CC1CC(C)CN(C(=O)C(NS(=O)(=O)c2ccc3c(c2)oc(=O)n3C)C(C)C)C1 (centres undefined)
12. COc1ccc(C(NC(=O)C2CCN(Cc3cc(OC)cc(OC)c3)CC2)c2ccccn2)cc1 (centres undefined)

entry no.	7	8	9	10	11	12
NadD inh	-5	1	-2	4	-2	1
NRP1-CendR mod	6	2	-15	2	12	1
STEP block	0	-2	22	0	1	2
TbMetRS inhib	0.0	-0.8	0.1	0.1	-0.1	-0.1
Scp1 inh	-6	0	-11	-4	-6	.
Neddyl block	i	i	i	i	i	i
LMPTP inh	0.2	0.3	0.8	0.2	-1.7	-1.4
SKN-1 block	6	17	5	-3	6	-2
SUMO1 PPI mod	-11	2	3	0	4	2
DNMT1 inh	-14	-6	3	0	-3	0

13. CC(NC(=O)CCC(=O)Nc1ccccc1O)c1ccccc1 (centres undefined)
14. COc1ccc2ccccc2c1/C=N/NC(=O)c1cccc([N+](=O)[O-])c1
15. CCOC(=O)[C@@H]1[C@H]2COc3ccc(Br)cc3[C@H]2N2C(=O)N(c3ccc(C)cc3)C(=O)[C@]12C
16. O=C(O)c1cnn2c(C(F)(F)F)cc(-c3ccco3)nc12
17. CCCN(CCC)CC(O)COc1ccc([N+](=O)[O-])cc1 (centres undefined)
18. CN(C1CCCCC1)S(=O)(=O)c1ccc2c(c1)c(=O)c(C(=O)NCCCN1CCCC1)cn2C

entry no.	13	14	15	16	17	18
NadD inh	-1	9	-1	1	-5	-6
NRP1-CendR mod	-1	3	-3	1	-5	2
STEP block	3	-2	0	1	-3	-2
TbMetRS inhib	-0.1	-0.3	0.1	0.2	0.6	2.0
Scp1 inh	-11	-5	-14	26	-1	-12
Neddyl block	i	i	i	i	i	i
LMPTP inh	-1.8	-1.4	2.5	1.3	-0.3	3.6
SKN-1 block	0	6	-6	-3	-2	7
SUMO1 PPI mod	2	1	5	-9	-10	-2
DNMT1 inh	-3	2	-10	15	2	-2

19. Cc1cccn2c(=O)c3cc(C(=O)NCCN4CCOCC4)c(=N)n(CCCN4CCOCC4)c3nc12
20. C/C=C(\C)C(=O)Nc1cccc(C2=NOC3(C2)C[C@H](C(N)=O)N(C(=O)c2cc([N+](=O)[O-])cc([N+](=O)[O-])c2)C3)c1 (some centres undefined)
21. COc1cc(C2Nc3cccc4cccc(c34)N2)cc(OC)c1OC(C)=O
22. COC(=O)C[C@@H]1CC[C@H](NC(=O)c2cnccn2)[C@@H](CO)O1
23. N#CCOc1nc(N2CCCCC2)nc(N2CCCCC2)n1
24. COc1ccc(OC)c(-n2c(SCC(=O)Nc3cccc(S(N)(=O)=O)c3)nc3ccccc3c2=O)c1

entry no.	19	20	21	22	23	24
NadD inh	3	12	43*	.	-1	18
NRP1-CendR mod	3	8	25*	0	-1	9
STEP block	2	0	8	.	-1	13
TbMetRS inhib	-0.8	-0.3	0.3	-0.6	-0.3	-0.2
Scp1 inh	2	-8	12	.	-1	-4
Neddyl block	.	i	i	i	i	i
LMPTP inh	0.9	2.8	0.4	-0.2	0.4	0.8
SKN-1 block	-7	16	13	-2	20	12
SUMO1 PPI mod	-32	-36	21	6	-3	3
DNMT1 inh	-1	-6	0	.	1	67*

Compounds 1 through 2, quoted:
1. Cc1nc(SCC(=O)NCc2ccc3c(c2)OCO3)c(C#N)c2c1CCCC2
2. c1cc(C2CCCCC2)ccc1Oc1nc(N2CCOCC2)nc(N2CCOCC2)n1

entry no.	1	2
NadD inh	4	1
NRP1-CendR mod	3	-6
STEP block	2	4
TbMetRS inhib	-0.2	-0.4
Scp1 inh	-2	6
Neddyl block	i	i
LMPTP inh	3.2	-0.3
SKN-1 block	-4	12
SUMO1 PPI mod	6	4
DNMT1 inh	-3	-5

More results follow:
25. COc1ccc(CC(=O)Nc2ccc(-c3ccc4nnc(C)n4n3)cc2)cc1OC
26. O=C(O)/C(=C\c1ccccc1OC(F)F)Sc1nnc(-c2ccc(F)cc2)o1
27. COCCCNC(=S)N/N=C/c1cccc(OC)c1O
28. CCc1ccc(NS(=O)(=O)c2ccc3oc(=O)ccc3c2)cc1
29. COC(=O)c1ccccc1NS(=O)(=O)c1ccc(Cl)nc1
30. Cc1ccc(-n2c(SCC(=O)N3CCCCC3)nc(O)cc2=O)cc1

entry no.	25	26	27	28	29	30
NadD inh	-1	-8	3	-7	-5	0
NRP1-CendR mod	1	8	-7	17	1	8
STEP block	-3	-4	-1	-2	8	-2
TbMetRS inhib	0.1	-0.6	-0.2	-0.5	0.3	-0.1
Scp1 inh	-10	-4	-10	-8	-9	-13
Neddyl block	i	i	+	i	i	i
LMPTP inh	-0.5	-0.7	-0.9	-0.1	-1.4	-1.8
SKN-1 block	13	0	5	13	11	-6
SUMO1 PPI mod	-24	-9	-1	-7	5	8
DNMT1 inh	-9	-2	4	3	1	1

31. CCOC(=O)c1c(Cc2ccc(Cl)cc2)c[nH]c1C
32. COc1ccccc1N1CCN(C2=Nc3cccc4cccc2c34)CC1
33. N#Cc1c(-c2ccccc2)cc(-c2ccccc2)nc1SCC(=O)NCC(=O)O
34. O=C(CN1c2cccc3cccc(c23)S1(=O)=O)Nc1ccc(S(=O)(=O)N2CCOCC2)cc1
35. O=C(c1ccccc1)c1ccc(C(=O)N2CCN(c3ccccc3)CC2)cc1
36. C=CC[C@@H](CC(=O)NCCO)C(=O)N[C@@H](C)COC(=O)[C@H](CC=C)CC(=O)OC(C)(C)C

entry no.	31	32	33	34	35	36
NadD inh	-4	-3	-2	20	0	4
NRP1-CendR mod	-1	-51	-3	-18	5	0
STEP block	-6	-1	1	-1	0	4
TbMetRS inhib	2.4	-1.0	0.2	0.0	-0.2	-0.7
Scp1 inh	-4	3	-12	-5	1	-14
Neddyl block	i	i	i	i	i	i
LMPTP inh	2.3	17	0.1	0.8	1.1	1.5
SKN-1 block	8	-3	12	7	18	-4
SUMO1 PPI mod	2	-21	1	-3	6	1
DNMT1 inh	-3	4	-2	-21	0	5

37. COc1cc(OC)c(-c2nc3c[n+](CC(=O)c4ccccc4)ccc3n2C)cc1OC
38. O=C1C=C(/C=C/C2C=CC=CC2)C[C@@H](c2ccc(Cl)cc2)C1 (some centres undefined)
39. COc1ccc(Cc2nnc(SCC(=O)N(c3ccccc3)C(C)C)n(N)c2=O)cc1
40. Cc1nc2oc3ccccc3c(=O)c2c(=O)n1Cc1ccccc1
41. CCOC(CNC(=O)c1ccc2c(c1)nc(C)n2-c1cccc(F)c1)OCC
42. CC(=O)Nc1ccc(S(=O)(=O)N(C)CC(=O)OCC(=O)NC(C)C23CC4CC(CC(C4)C2)C3)cc1 (centres undefined)
43. CNC(=O)c1ccc(-n2cccn2)nc1
44. CCOC(=O)/C=C(C)\C=C\c1c[nH]c2ccccc12

entry no.	37	38	39	40	41	42	43	44
NadD inh	6	-3	0	5	-5	1	0	-1
NRP1-CendR mod	3	16	7	-9	1	4	4	6
STEP block	-2	2	-1	10	3	0	-2	1
TbMetRS inhib	0.6	0.2	-0.3	-0.6	-1.0	0.0	-1.9	-0.2
Scp1 inh	-4	-9	1	-6	3	7	-3	-7
Neddyl block	i	i	i	i	i	i	i	i
LMPTP inh	-0.8	3.1	1.0	-2.1	-2.3	-1.1	1.6	4.0
SKN-1 block	12	14	2	7	-9	5	-1	13
SUMO1 PPI mod	0	-10	-2	3	-1	2	-1	-9
DNMT1 inh	-1	-1	0	3	-1	-6	6	-3

Entries from the list above that have an aryl thioether with sulfur outside any ring (6):
1. Cc1nc(SCC(=O)NCc2ccc3c(c2)OCO3)c(C#N)c2c1CCCC2
24. COc1ccc(OC)c(-n2c(SCC(=O)Nc3cccc(S(N)(=O)=O)c3)nc3ccccc3c2=O)c1
26. O=C(O)/C(=C\c1ccccc1OC(F)F)Sc1nnc(-c2ccc(F)cc2)o1
30. Cc1ccc(-n2c(SCC(=O)N3CCCCC3)nc(O)cc2=O)cc1
33. N#Cc1c(-c2ccccc2)cc(-c2ccccc2)nc1SCC(=O)NCC(=O)O
39. COc1ccc(Cc2nnc(SCC(=O)N(c3ccccc3)C(C)C)n(N)c2=O)cc1

entry no.	1	24	26	30	33	39
NadD inh	4	18	-8	0	-2	0
NRP1-CendR mod	3	9	8	8	-3	7
STEP block	2	13	-4	-2	1	-1
TbMetRS inhib	-0.2	-0.2	-0.6	-0.1	0.2	-0.3
Scp1 inh	-2	-4	-4	-13	-12	1
Neddyl block	i	i	i	i	i	i
LMPTP inh	3.2	0.8	-0.7	-1.8	0.1	1.0
SKN-1 block	-4	12	0	-6	12	2
SUMO1 PPI mod	6	3	-9	8	1	-2
DNMT1 inh	-3	67*	-2	1	-2	0
